From PubChem BioAssay
TcdB GH inh: TcdB glycohydrolase inhibitors, primary screen, biochemical, single point, plate reader; Toxin B (Clostridioides difficile), P18177; TcdB glycohydrolase enzymatic assay; inhibition, % at 9.99 µM; actives 0.24% (n = 350,000); AID 652162, 2013; in the data active means inhibition above about 10%
Y pestis TopoI: Yersinia pestis topoisomerase I inhibitors, primary screen, biochemical, cleavage product accumulation, plate reader, single point | DNA topoisomerase I (Yersinia pestis CO92) | Y. pestis Topo-I cleavage product accumulation | activity, % at 10 µM | actives 0.064% (n = 360,000) | AID 504884, 2011; in the data active means activity above about 50%, passing the limit was not always enough; inconclusive means no clear call, values can overlap the other calls; further: inactives centre near 2
3CLpro inhibitor: SARS-CoV 3CLpro protease inhibitors, primary screen, biochemical, quenched FRET; inhibition, % at 6 µM; recombinant SARS-CoV 3CLpro, quenched FRET peptide cleavage; AID 1706, 2009; actives 0.14% (n = 290,000); in the data active means inhibition above about 12%
VHR inh abs: VHR1 phosphatase inhibitors, primary screen, biochemical, absorbance, uHTS | actives 0.52% (n = 290,000) | recombinant VHR phosphatase, pNPP absorbance | inhibition, % at 13.3 µM | AID 1654, 2009; in the data active means inhibition above about 50%; further: some compounds called inactive have numbers as strong as hits
Target sequence (P51452 whole entry, looked up): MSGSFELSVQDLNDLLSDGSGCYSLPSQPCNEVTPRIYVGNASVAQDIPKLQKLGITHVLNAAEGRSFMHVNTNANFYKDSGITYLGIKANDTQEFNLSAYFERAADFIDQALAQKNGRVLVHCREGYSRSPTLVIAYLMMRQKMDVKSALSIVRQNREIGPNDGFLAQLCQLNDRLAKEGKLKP
PriA SSB inh: inhibitors of Klebsiella pneumoniae PriA binding to SSB C-terminal tail, primary screen, biochemical, AlphaScreen | AlphaScreen SSBct-PriA binding, biotinylated peptide | inhibition, % at 33 µM | actives 0.6% (n = 430,000); in the data active means inhibition mostly above about 37%, no sharp cut-off; inactive means mostly below about 20%;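 further: plate controls were negative control peptide for no effect and reference peptide for full effect; strong numbers were not always called active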
CCHFV vOTU inh: CCHFV vOTU protease inhibitors, primary screen, biochemical, Pep-AMC substrate, fluorescence. actives 0.55% (n = 370,000). AID 651958, 2012. Crimean-Congo hemorrhagic fever virus L polyprotein viral ovarian tumor (vOTU) protease …. inhibition, % at 11.5 µM; in the data active means inhibition above about 30%; further: 0% = vehicle wells with enzyme and 100% = no enzyme wells
BoNT-A LC inh2: BoNT/A light chain protease inhibitors, primary screen, biochemical, flow cytometry, MLPCN library. Botulinum neurotoxin type A light chain protease (Clostridium botulinum A str. ATCC 3502). multiplex microsphere protease substrate cleavage. inhibition, % at 10 µM. actives 0.17% (n = 360,000). AID 588499, 2011; further: plate controls were buffer without enzyme for full effect and enzyme alone for no effect
Vc quorum ag: inducers of Vibrio cholerae quorum light production without autoinducers, primary screen, BH1578 luxS cqsA deficient, single point; V. cholerae BH1578 lux reporter, luminescence, 6 h; activation, % at 18.7 µM; actives 0.16% (n = 350,000); AID 588436, 2011; in the data active means activation mostly above about 9.7%, no sharp cut-off; inconclusive means no clear call, values can overlap the other calls; inactive means mostly below about 3.7%; further: not every result past the cut was called active; inactives centre near 0; reference of the scale not given here
PfHsp40 rescue: rescue of yeast from PfHsp40 toxicity, primary screen, S. cerevisiae, ATP luminescence. S. cerevisiae expressing PfHsp40, growth rescue. growth rescue, % at 12.5 µM. actives 0.68% (n = 340,000). AID 504582, 2011; in the data active means growth rescue above about 28%, passing the limit was not always enough; inconclusive means no clear call, values can overlap the other calls;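 further: yeast W303a lacking pdr1 and pdr3 grown in galactose medium; growth measured after three days at 30 °C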
Anthrax LF prot: Bacillus anthracis LF protease inhibitors, primary screen, biochemical, multiplex microsphere, MLPCN library; Lethal factor (Bacillus anthracis), P15917; multiplex microsphere protease cleavage assay; inhibition, % at 10 µM; actives 0.12% (n = 360,000); further: plate controls were buffer without enzyme for full effect and enzyme alone for no effect
Target sequence (P15917 whole entry, looked up): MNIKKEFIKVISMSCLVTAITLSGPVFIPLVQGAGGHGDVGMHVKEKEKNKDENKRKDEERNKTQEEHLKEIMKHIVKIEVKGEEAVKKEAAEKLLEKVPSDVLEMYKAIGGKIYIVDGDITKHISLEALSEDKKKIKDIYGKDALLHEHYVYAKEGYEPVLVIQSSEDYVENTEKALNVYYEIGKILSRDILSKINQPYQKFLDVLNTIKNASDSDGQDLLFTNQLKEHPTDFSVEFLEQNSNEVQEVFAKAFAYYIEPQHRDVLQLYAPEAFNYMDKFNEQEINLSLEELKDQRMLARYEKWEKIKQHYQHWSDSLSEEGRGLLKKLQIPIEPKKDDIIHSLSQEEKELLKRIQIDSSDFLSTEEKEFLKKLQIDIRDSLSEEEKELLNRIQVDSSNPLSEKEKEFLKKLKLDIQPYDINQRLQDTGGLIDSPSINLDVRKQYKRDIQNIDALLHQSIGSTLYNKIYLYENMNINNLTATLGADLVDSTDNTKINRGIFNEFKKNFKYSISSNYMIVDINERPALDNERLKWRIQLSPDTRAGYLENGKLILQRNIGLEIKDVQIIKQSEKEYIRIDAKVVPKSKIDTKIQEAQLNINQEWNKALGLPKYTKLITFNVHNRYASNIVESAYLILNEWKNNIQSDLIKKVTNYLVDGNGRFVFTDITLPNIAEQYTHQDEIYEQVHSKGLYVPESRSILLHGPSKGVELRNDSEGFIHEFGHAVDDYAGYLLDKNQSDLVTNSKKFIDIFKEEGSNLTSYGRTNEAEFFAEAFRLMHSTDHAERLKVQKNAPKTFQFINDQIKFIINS
Starred values were filed as active, the others as inactive; i = inactive; ? = inconclusive; nt = no result given; & = joins results of further samples. Unless noted, no stated cut-off is given here; in the data, active means inhibition above about 30%; inconclusive means no clear call, values can overlap the other calls; inactive means below that. The list is partial. The share of hits here may be higher or lower than overall.

SMILES	TcdB GH inh	Y pestis TopoI	3CLpro inhibitor	VHR inh abs	PriA SSB inh	CCHFV vOTU inh	BoNT-A LC inh2	Vc quorum ag	PfHsp40 rescue	Anthrax LF prot
CCOC(=O)c1c(C)nc2cc(C)cc(C)n12	1.8	0	0	40	0	0	-0.5	i	-0.4	-8
Cc1ccc(SCc2cc(-c3ccc(Cl)cc3)no2)cc1	nt	4	3	0	-1	-4	-0.4	-0.5	0.1	-4
CC(=O)NC(=S)Nc1ccc(S(=O)(=O)N2CCOCC2)cc1	0.6	9	9	-2	5&-11	12	0.7	-0.4	-0.6	-3
COc1ccc(-c2cc3cc4c(cc3cn2)OCO4)cc1	-0.5	-2	nt	nt	0	-8	-0.1	-0.3	1.5	-11
Cc1nn(C)c2c1NC(=O)CS2	-0.3	8	nt	nt	nt	5	-0.4	i	nt	-2
COC(CNC(=S)Nc1ccc([N+](=O)[O-])cc1)OC	1.1	0	2	1	-2	7	-0.6	-0.2	1.1	0
COc1ccc2c(c1OC)C(=O)N(c1cccc(C(F)(F)F)c1)C2	nt	12	2	-1	-16	4	-0.8	-8.4	1.2	-4
O=C(Nc1nnc(-c2ccc(Cl)cc2)o1)Nc1ccccc1Cl	nt	4	0	17	-15	-9	0.7	-3.2	-0.2	3
O=C(CCNC(=O)c1ccco1)Nc1ccc(SC(F)F)cc1	nt	-14	0	22	-11	-2	-1.2	0.0	-0.1	-6
COc1cccc(N2CCN(Cc3cccc(Cl)c3)CC2)c1	0.2	9	-2	6	-13	nt	?	i	1.2	-5
Cc1cccc(NC(=O)N2CCC(n3nnc4cc(C)ccc43)CC2)c1	-2.3	-1	3	19	-3	5	-2.4	-0.7	-1.2	-11
COC(=O)CN1C(=O)[C@H]2[C@@H](c3ccc(C)o3)N3C(=O)CN(Cc4ccccc4)C(=O)[C@@]3(C)[C@H]2C1=O	0.2	-3	-3	40	-7	1	-0.4	i	-1.4	0
CC(=O)Nc1ccc2nc(SCC(=O)N3CCOCC3)sc2c1	3.0	2	2	21	-14	9	-1.0	2.3	-0.2	0
CCCSc1nnc(-c2c[nH]c3ccccc23)n1C	0.3	6	0	21	-10	-1	-0.4	i	-0.2	13
CCN(CC)Cc1c(C(=O)OC(C)C)nnn1-c1nonc1N	nt	3	3	23	-12	2	-0.4	-1.2	-0.7	-1
O=C(N/N=C/c1cccnc1)c1cccs1	7.9	3	-2	4	i	0	-0.7	-0.5	-0.1	-10
Cc1ccc(S(=O)(=O)N2C[C@H]3[C@H]4C(=O)N(c5ccccc5)C(=O)[C@H]4C[C@H](OC(=O)NCc4ccccc4)[C@@]3(O)C2)cc1	0.8	12	nt	nt	nt	-1	0.8	-0.2	nt	3
Cc1ccc(C(=O)CSc2nnc(CNc3ccc(C)cc3C)o2)cc1	nt	30	5	6	-6	5	0.3	-7.5	0.8	-1
O=C(NCC(c1ccco1)N1CCCC1)c1cccc(S(=O)(=O)Nc2ccc(F)cc2)c1 (configuration not stated)	-0.5	2	nt	nt	3	2	-4.3	0.6	0.4	-2
Cc1cc(C(=O)CSc2nnnn2C)c(C)n1Cc1ccco1	-0.2	0	3	6	3	-9	0.1	0.1	-1.1	-5
CC(C)NC(=O)c1cc2c(=O)n3ccccc3nc2s1	0.1	1	-2	20	-10	-319	-1.0	1.9	-0.2	-4
Cc1ccc(S(=O)(=O)NC(=O)COc2ccc([N+](=O)[O-])cc2)cc1	-0.7	10	-1	6	-1	-5	-0.8	i	-1.3	0
CCOC(=O)c1ccc(NC(=O)C2CC(=O)Nc3nc4ccccc4n32)cc1 (configuration not stated)	1.0	-4	-4	11	-4	19	-0.8	-0.5	1.2	2
CCC(C)/C(C)=N/NC(=O)c1ccccc1OCCOc1ccccc1 (configuration not stated)	2.1	5	3	6	nt	2	-1.0	-0.2	-1.2	1
COc1ccc(C(=O)N2CCC(n3c(C)nc4cc(F)ccc43)CC2)cc1	2.1	3	3	4	-16	8	-1.9	-0.2	-0.1	-6
CCN(CC)S(=O)(=O)c1cccc(C(=O)OCC(=O)C23CC4CC(CC(C4)C2)C3)c1	nt	0	0	-6	-5	-5	6.5	14	-1.0	-2
Cc1cc(C)cc(OCC(=O)Nc2cccc(-c3nnc(-c4ccco4)o3)c2)c1	nt	1	-7	-15	-2	-7	-0.8	-0.5	0.8	-3
COc1cc(C(=O)NNC(=O)c2ccccc2Br)ccc1OCC(=O)N1CCOCC1	1.9	0	nt	nt	-1	-4	5.9	-0.3	0.5	-4
CCCC(c1nnnn1CC1CCCO1)N1CCN(c2cc(Cl)ccc2C)CC1 (configuration not stated)	nt	4	3	17	-24	9	0.1	0.7	0.9	-7
COc1cc(NC(=O)C2CCCN(S(=O)(=O)c3ccc4c(c3)CCCN4C(C)=O)C2)cc(OC)c1 (configuration not stated)	1.6	12	2	-9	-13	7	-2.0	-0.9	-1.9	-2

Single records, as listed above:
`Cc1ccc(S(=O)(=O)NC(=O)COc2ccc([N+](=O)[O-])cc2)cc1` across the screens: TcdB GH inh = -0.7; Y pestis TopoI = 10; 3CLpro inhibitor = -1; VHR inh abs = 6; PriA SSB inh = -1; CCHFV vOTU inh = -5; BoNT-A LC inh2 = -0.8; Vc quorum ag = i; PfHsp40 rescue = -1.3; Anthrax LF prot = 0
`Cc1cc(C)cc(OCC(=O)Nc2cccc(-c3nnc(-c4ccco4)o3)c2)c1` across the screens: TcdB GH inh = nt; Y pestis TopoI = 1; 3CLpro inhibitor = -7; VHR inh abs = -15; PriA SSB inh = -2; CCHFV vOTU inh = -7; BoNT-A LC inh2 = -0.8; Vc quorum ag = -0.5; PfHsp40 rescue = 0.8; Anthrax LF prot = -3

Further results follow:
SMILES	TcdB GH inh	Y pestis TopoI	3CLpro inhibitor	VHR inh abs	PriA SSB inh	CCHFV vOTU inh	BoNT-A LC inh2	Vc quorum ag	PfHsp40 rescue	Anthrax LF prot
Oc1ccc(C[C@H]2CN([C@@H](Cc3ccc(O)cc3)CN3CCC[C@@H]3CN3C(=S)NC[C@@H]3Cc3ccccc3)C(=S)N2CCc2ccccc2)cc1	1.6	nt	nt	nt	nt	19	-0.3	nt	nt	-5
COc1ccc(C(=O)NC2CC2)cc1OC1CCN(Cc2ccc(F)cc2)CC1	-2.1	3	-1	4	-8	-1	-2.7	-0.2	-1.3	-1
COc1ccc(/C=c2\s/c(=C(/C#N)C(=O)NCc3ccco3)n(-c3ccccc3)c2=O)cc1	-1.5	0	1	-4	nt	0	2.0	-0.7	-0.6	-1
CC(=O)c1ccc(NC(=O)Cc2ccsc2)cc1	-0.2	2	3	28	0	-11	0.1	i	-0.8	-1
CC1=CCC2(CO)COC(c3ccccc3O)C1C2 (configuration not stated)	nt	-6	5	19	-10	16	0.4	-0.3	1.1	0
COC(=O)c1ccc(COC(=O)C2CCN(S(=O)(=O)c3c(Cl)cccc3Cl)CC2)o1	2.1	34	nt	nt	-1	3	2.6	-1.9	-0.6	-3
CCOC(=O)C1=C(NC(=O)c2ccc(Br)o2)Nc2ccccc2N=C1	nt	-1	1	4	-1	5	-0.1	-0.3	0.3	-4
COc1ccc(-c2cc(C(F)(F)F)n3nc(C)cc3n2)cc1	2.4	-7	3	17	-16	0	0.0	0.0	-0.9	-4
CCOC(=O)C1=C(C)NC(=O)NC1c1c(C)nn(-c2ccccc2)c1Cl (configuration not stated)	nt	2	-1	14	2	-7	0.6	i	0.2	-3
CC1=C(C(=O)N(C(C)C)C(C)C)CC(CC(=O)NC2CCCC2)C(=O)N1Cc1ccc(C(C)(C)C)cc1 (configuration not stated)	1.4	nt	nt	nt	nt	20	-10	nt	nt	-25
CCCCNc1nc2c(c(=O)[nH]c(=O)n2C)n1CCOc1ccccc1	nt	9	-2	23	-3	7	0.0	-0.3	-0.9	0
Cc1nn(C)cc1CN(C)C(=O)c1sc2cccc(Cl)c2c1Cl	nt	26	-2	8	15	-2	-0.5	1.0	0.7	2
COc1cc2c(cc1OC)CN(C(=O)CN1CCN(S(=O)(=O)c3ccc(C)c(C)c3)CC1)CC2	1.6	31	-4	-10	-1	12	-4.2	0.4	-0.2	1
CCCCCC(=O)N1C[C@H](O)[C@@H](n2cc(COC(=O)c3ccccc3)nn2)C[C@@H]1c1ccc(Cl)cc1	1.9	35	nt	nt	nt	5	-0.3	-0.5	nt	0
Nc1nc2n(n1)C(c1c(F)cccc1Cl)CC(c1ccc(F)cc1)N2 (configuration not stated)	0.2	1	-5	-1	-6	4	-0.8	i	-1.2	-5
Cc1cccc(N2C(=S)NC3c4ccccc4OC2(C)C3C(=O)N(C)C)c1 (configuration not stated)	0.0	-4	0	4	-2	2	-0.2	-2.8	-1.9	-4
COc1ccc(-c2c(-c3cc(OC)cc(OC)c3)n(C)c3ccc(Br)cc23)cc1	0.7	-11	nt	nt	-11	8	0.4	-4.5	-1.2	0
O=C(NNC(=O)c1ccccc1-c1ccccc1C(=O)O)c1ccccc1	-0.2	4	3	12	-8	-13	-0.7	-0.1	-1.9	0
Cc1cccc(NC(=O)CSCC(=O)Nc2cc(S(=O)(=O)N3CCOCC3)ccc2N2CCCC2)c1	0.1	30	4	45	8	7	0.9	-0.8	-0.8	0
CN(C(=O)COc1ccccc1)C1CCS(=O)(=O)C1 (configuration not stated)	-0.5	5	-2	5	-12	11	-0.5	-0.3	0.5	0
CC1(C)Oc2ccc(C(=O)NC3CCCCC3)cc2N(CC#N)C1=O	1.2	-4	-3	-17	-1	-8	2.1	-0.3	-1.0	11
CCCCCCCCN1C(=O)[C@H](CC(=O)NCCc2ccccc2OC)C[C@@]2(C(=O)OC)CCCCC=C12	1.3	nt	nt	nt	nt	47*	-0.5	nt	nt	-6
Cc1ccc(C(=O)N/N=C\C=C\c2ccc(Br)cc2)cn1	-2.3	1	-2	-1	nt	-7	-0.2	1.0	-0.6	-1
N#Cc1c(N)sc2c1CCN(C(=O)OCc1ccccc1)C2	0.6	6	-4	17	2	10	-0.4	-1.1	-1.8	-2
CN(C)c1cccc(C(=O)OCC(=O)NC(=O)NCc2ccccc2)c1	-0.6	17	nt	nt	-2	4	-1.5	4.6	-0.2	-4
COc1ccc(-c2csc(C(NC(C)=O)c3ccccc3)n2)cc1 (configuration not stated)	0.5	3	nt	nt	nt	-5	-0.6	3.6	nt	-8
CCOC(=O)c1c(C)[nH]c(C)c1C(=O)COC(=O)CNC(=O)c1ccc(OCC)cc1	nt	5	-10	6	-8	-12	-0.8	i	-0.6	-8
COc1ccccc1OCC(=O)N(Cc1nnc(-c2ccccc2Cl)o1)C1CC1	1.2	22	nt	nt	-17	-5	0.7	i	0.6	0
Cc1ccc(S(=O)(=O)N2CCN(C(=O)COC(=O)COc3cccc(C(F)(F)F)c3)CC2)c(C)c1	2.6	19	nt	nt	-10	19	-0.6	i	4.2	-7
NS(=O)(=O)c1ccc(CNC(=O)Cc2c(F)cccc2Cl)cc1	1.3	3	3	26	2	1	-1.4	1.1	-1.0	0
COC(=O)[C@@]1(Cc2ccc(F)cc2)[C@H]2c3cc(C(=O)N4CCCC4)n(CCc4c[nH]c5ccccc45)c3C[C@H]2CN1C(=O)c1ccccc1	1.2	nt	nt	nt	nt	-7	0.2	nt	nt	-3
